# High-throughput results: PubChem, The Scripps Research Institute Molecular Screening Center
# LEDGF integ inh: blocks HIV-1 LEDGF/p75-dependent DNA integration | inhibition, % at 3.7 µM | TR-FRET IN-LEDGF/p75 DNA integration, Eu/Cy5 | 0.64% of 370,000 active;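 active means inhibition above the screen-wide mean plus 3 SD, cut at about 13% in these data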;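 further: signal is the Cy5 over europium emission ratio at 671 and 618 nm; 0% = plate median of compound wells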
# UHRF1 MBD2 ctr: blocks human UHRF1 binding to methylated DNA. Q96T88. UHRF1 binding to methylated oligo, TR-FRET. inhibition, % at 4.4 µM. 0.75% of 370,000 active. AID 687016; in the data active means inhibition above about 21%;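 further: UHRF1 SRA domain binding a hemimethylated CpG hairpin DNA probe; 0% = median of test compound wells and 100% = reference inhibitor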
# mABHD4 FP: inhibits mouse alpha/beta hydrolase domain 4; 0.54% of 370,000 active; purified mABHD4, FP-Rh probe fluorescence polarization; inhibition, % at 8.92 µM; Q8VD66;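 active means inhibition exceeding the mean over every tested compound plus 3 SD, cut at about 30% in these data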;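 further: 0% = plate median of compound wells and 100% = S159A mutant with DMSO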
#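 Doses – 8.92 µM, single dose · Material – wild-type mouse ABHD4 protein · Replication – single well per compound (singlicate) · Measure – percent inhibition of probe binding, normalized to plate controls · Schedule – 45 min compound pre-incubation plus 60 min probe step, 25 °C · Detection – fluorescence polarization with parallel and perpendicular emission, 525/598 nm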
# DDE Tn7 FP inh: disrupts Tn7 cyclic peptide binding to fibrin D-Dimer-E complex | P02675 | FP displacement of FITC-Tn7 peptide from fibrin DD(E); 0% = median of compound wells per plate | inhibition, % at 8.3 µM | 0.13% of 370,000 active | AID 720508;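 active means inhibition above the mean of compounds falling within the control limits plus 3 SD of them, cut at about 14% in these data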;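 further: 0% = plate median of compound wells and 100% = 10 µM Aha-Tn7 peptide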
#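 assay system = human clot-derived fibrin DD(E) complex | quantity = Fibrin-DD(E) at 2 µM final | timing = 10 min preincubation, 3 h with tracer, room temperature | signal = fluorescence polarization | measure = percent inhibition | benchmarks = high control wells with 10 µM unlabelled Aha-Tn7 peptide (full inhibition) | replicates = singlicate testing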
# SIAE primary: inhibitors of human sialic acid acetylesterase SIAE; Q9HAT2; SIAE FP-Rh probe binding, fluorescence polarization; inhibition, % at 9.66 µM; 0.69% of 370,000 active; AID 1053197;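 active means inhibition above a cutoff: mean of compounds within the control limits plus 3 SD of those, cut at about 17% in these data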;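 further: 0% = plate median of compound wells and 100% = probe without SIAE protein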
# Target sequence (Q9HAT2 whole entry, looked up): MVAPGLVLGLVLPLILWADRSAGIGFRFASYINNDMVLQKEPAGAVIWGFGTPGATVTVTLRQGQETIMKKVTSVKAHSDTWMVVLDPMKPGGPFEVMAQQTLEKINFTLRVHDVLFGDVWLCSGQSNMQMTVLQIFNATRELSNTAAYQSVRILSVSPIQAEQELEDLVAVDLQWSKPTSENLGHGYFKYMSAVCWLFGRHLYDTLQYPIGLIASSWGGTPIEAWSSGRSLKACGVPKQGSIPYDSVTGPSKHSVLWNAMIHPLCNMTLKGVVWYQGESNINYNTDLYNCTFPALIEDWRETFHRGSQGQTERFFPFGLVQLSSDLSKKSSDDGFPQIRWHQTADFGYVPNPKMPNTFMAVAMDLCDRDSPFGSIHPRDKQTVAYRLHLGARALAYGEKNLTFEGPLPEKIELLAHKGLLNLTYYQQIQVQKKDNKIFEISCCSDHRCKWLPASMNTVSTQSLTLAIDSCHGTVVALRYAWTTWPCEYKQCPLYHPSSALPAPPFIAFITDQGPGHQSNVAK
# PRMT1 FP inh: PRMT1 (human) inhibition, primary screen; Q99873; recombinant PRMT1, activity-based probe fluorescence polarization; inhibition, % at 2.79 µM; 1.3% of 370,000 active; AID 652257;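 active means inhibition above about 21% made by adding two undisclosed values, limit read from the data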
# TDP2 absorb: blocks human TDP2 phosphodiesterase activity. recombinant TDP2, T5PNP hydrolysis, p-nitrophenol absorbance 415 nm. inhibition, % at 12.8 µM. 0.34% of 370,000 active. AID 720702;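 active means inhibition above the mean of all tested compounds plus 3 SD, set per campaign, cut at about 25% in these data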;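 further: 0% = DMSO with enzyme and 100% = buffer with substrate but no TDP2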
# Target sequence (O95551 whole entry, looked up): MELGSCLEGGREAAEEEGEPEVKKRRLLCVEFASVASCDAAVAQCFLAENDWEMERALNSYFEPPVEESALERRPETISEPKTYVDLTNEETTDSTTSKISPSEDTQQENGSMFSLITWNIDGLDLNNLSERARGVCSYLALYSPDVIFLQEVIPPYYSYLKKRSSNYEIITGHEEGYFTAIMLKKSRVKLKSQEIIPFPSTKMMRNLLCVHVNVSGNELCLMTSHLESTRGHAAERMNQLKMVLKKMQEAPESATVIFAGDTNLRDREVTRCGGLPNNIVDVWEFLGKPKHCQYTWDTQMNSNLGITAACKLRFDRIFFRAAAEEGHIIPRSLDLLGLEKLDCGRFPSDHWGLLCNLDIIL
#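 Read-out basis: percent inhibition. System: recombinant human TDP2. Buffer or medium: Mg2+-containing Tris-HCl buffer, pH 7.5. Repeats: single replicate. Timing: reaction 2 h, 37 °C. Benchmarks: high control without enzyme, low control DMSO plus TDP2. Probe or stimulus: 5 mM T5PNP. Doses: 12.8 µM only. Measured by: epi absorbance of p-nitrophenol freed from T5PNP by hydrolysis.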
# TCR CD3 inh: blocks the human TCR-CD3 interaction | 0.37% of 360,000 active | inhibition, % at 9.4 µM | TAMRA-labeled TCR probe fluorescence, biochemical; in the data active means inhibition above about 19%;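 further: recombinant mutant TCR 2C K166C tagged with TAMRA read by polarization; 0% = receptor in buffer alone and 100% = receptor with positive control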
# HTRA1 inhibitor: blocks human HTRA1 serine peptidase; Q92743; recombinant HTRA1, FP-rhodamine activity-based probe, fluorescence polarization; inhibition, % at 5.96 µM; 0.5% of 340,000 active; in the data active means inhibition above about 36%;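 further: 0% = enzyme with DMSO and 100% = wells lacking enzyme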
# PG9 binder: PG9 antibody binding by small molecule | TR-FRET gp120-PG9 antibody binding | 0.43% of 360,000 active | inhibition, % at 6.7 µM; in the data active means inhibition above about 8.5%
# Starred values were filed as active, the others as inactive; / = not tested or not shown. Not a hit list; any-hit rate near 4.2%.
SMILES,LEDGF integ inh,UHRF1 MBD2 ctr,mABHD4 FP,DDE Tn7 FP inh,SIAE primary,PRMT1 FP inh,TDP2 absorb,TCR CD3 inh,HTRA1 inhibitor,PG9 binder
COCCNC(=O)C(=O)NCC1OCCN1S(=O)(=O)c1ccc2c(c1)OCCO2 (centres undefined),7.5,-0.6,-0.6,-5.2,2.1,-2.4,3.6,2.8,1.3,0.9
Cc1ccc(NC(=O)Cn2c(=S)[nH]c3ccccc32)cc1,1.1,-1.7,-0.5,4.3,4.4,0.2,6.4,3.5,1.8,-0.6
COc1cc(C(=O)NCC(C)C)cc(OC)c1OC,0.0,0.7,-2.5,5.5,6.0,-1.6,1.9,2.4,7.7,1.5
CCN(CC(=O)Nc1ccc(OC)cc1)C(=O)c1ccc2[nH]c3c(c2c1)CC(C)CC3 (centres undefined),-6.6,-0.9,3.3,-1.8,8.0,1.8,4.3,-3.4,1.0,1.0
COc1cc(NS(=O)(=O)c2ccc(NC(C)=O)cc2)nc(OC)n1,1.0,-0.4,1.2,3.9,-0.5,0.1,1.5,1.6,4.7,-2.7
COc1ccc(OC)c(CN2CCN(C(=O)c3ccc(S(=O)(=O)N4CCCCCC4)cc3)CC2)c1,3.5,1.6,-8.2,-11.0,-3.5,-0.8,-7.6,1.2,4.2,-1.3
CCC1(C)Cc2c(sc3nc(SCC(=O)c4ccccc4)[nH]c(=O)c23)CO1 (centres undefined),2.7,8.5,-3.3,-6.7,-1.7,1.7,5.5,3.6,-2.0,-0.1
Cc1ccc(-c2nnc(Oc3ccc(NC(=O)c4ccccc4)cc3)c3ccccc23)cc1,2.8,6.9,-3.4,-7.9,0.5,-3.9,-5.6,-8.0,-5.3,0.9
COc1ccccc1NC(=O)C1CCCN(c2cc(C)nc3ncnn23)C1 (centres undefined),-0.4,0.6,5.4,0.9,2.4,0.4,2.2,0.1,3.3,-0.3
CCOC(=O)/C(C#N)=C/c1cc2ccccc2nc1Cl,-1.5,9.8,2.8,-1.5,5.7,-2.2,2.1,0.0,-1.8,-0.6
COc1ccccc1NC(=O)c1nn(-c2ccc(OC(F)(F)F)cc2)ccc1=O,-0.4,0.2,-14.2,0.7,1.1,-0.5,-1.6,-4.7,2.8,1.7
CS(=O)(=O)N(CC(=O)N1CCN(Cc2ccccc2)CC1)c1ccccc1F,0.3,-2.1,5.0,-1.2,-0.6,1.5,4.3,8.0,-1.8,1.3
CCC(C)C(=O)Nc1nc(C)c(-c2csc(Nc3ccccc3OC)n2)s1 (centres undefined),0.6,-0.6,-14.4,-4.9,-8.8,11.9,-4.9,-15.2,11.5,-1.3
O=C1CC(N2CCN(C3CCc4ccccc4C3)CC2)C(=O)N1c1ccccc1 (centres undefined),-5.1,-1.2,-2.3,-0.9,2.4,3.7,5.0,0.4,-0.9,0.7
C=CCn1c(SCC(=O)NC2CC2)nnc1-c1cccc(OC)c1,-3.8,1.5,-1.5,6.0,3.3,2.4,-0.9,-8.7,-3.4,-1.9
C=CCN(CC=C)S(=O)(=O)c1ccc(C(=O)Nc2nc3c(s2)CCc2ccccc2-3)cc1,0.7,1.9,4.1,2.0,-6.4,0.4,-13.0,-2.1,1.0,-0.6
COc1ccc(CN(C)C(=O)c2ccc3c(=O)n4c(nc3c2)CCC4)c(OC)c1,-1.7,-3.6,-0.8,1.2,8.0,-3.8,16.1,-4.1,-7.1,-0.7
CCCCCCCCOC(=O)C[N+](C)(C)C/C=C(/C)Cl,4.0,-2.6,1.5,10.2,7.1,-3.0,-3.0,12.2,8.1,-0.3
CS(=O)(=O)c1ccc(Cl)c(NC(=O)COC(=O)c2ncc(Cl)c(Cl)c2Cl)c1,0.9,-3.7,-0.5,6.6,-2.6,1.1,-1.8,0.7,2.1,0.6
COc1cc(=O)n(C)c2c(OCC(O)C(C)(C)O)cccc12 (centres undefined),2.1,-0.1,1.1,-7.9,-1.1,-2.2,2.5,9.7,5.5,-0.7
CCS(=O)(=O)N1CCN(C(=O)c2cccc3ccccc23)CC1,-1.3,0.7,0.4,-0.5,8.7,-0.4,2.5,-1.9,1.7,-0.9
O=C(Nc1nc2c(Cl)cccc2s1)C1CC1,0.0,6.3,-6.4,0.3,-2.3,4.2,-11.1,-2.2,-6.3,0.3
O=C(Nc1ccccc1)OCCN1C(=O)CCC12CCC(c1ccc(Cl)cc1)CC2 (centres undefined),-5.1,0.2,-0.2,7.3,-3.0,2.2,-1.9,/,/,/
COC(=O)C(C)n1cnc2c(nnn2-c2cccc(Cl)c2)c1=O (centres undefined),1.6,2.7,-1.7,0.6,-3.5,3.5,-0.2,-7.1,-4.0,-0.7
COc1ccc(N2CCN(C(=O)COC(=O)c3c(-c4ccccc4)noc3C)CC2)cc1,0.3,2.1,-4.3,5.7,2.3,-1.3,-2.2,-7.5,-2.0,-1.6

# Three structures already listed, sorted by molar mass, rising:
SMILES,LEDGF integ inh,UHRF1 MBD2 ctr,mABHD4 FP,DDE Tn7 FP inh,SIAE primary,PRMT1 FP inh,TDP2 absorb,TCR CD3 inh,HTRA1 inhibitor,PG9 binder
O=C(Nc1nc2c(Cl)cccc2s1)C1CC1,0.0,6.3,-6.4,0.3,-2.3,4.2,-11.1,-2.2,-6.3,0.3
CCCCCCCCOC(=O)C[N+](C)(C)C/C=C(/C)Cl,4.0,-2.6,1.5,10.2,7.1,-3.0,-3.0,12.2,8.1,-0.3
COc1ccccc1NC(=O)C1CCCN(c2cc(C)nc3ncnn23)C1 (centres undefined),-0.4,0.6,5.4,0.9,2.4,0.4,2.2,0.1,3.3,-0.3

# Further compounds:
SMILES,LEDGF integ inh,UHRF1 MBD2 ctr,mABHD4 FP,DDE Tn7 FP inh,SIAE primary,PRMT1 FP inh,TDP2 absorb,TCR CD3 inh,HTRA1 inhibitor,PG9 binder
COc1cccc(Nc2ncnc3nc[nH]c23)c1,-1.9,1.6,-1.0,-5.3,0.5,0.2,-5.2,-6.7,-2.1,3.0
CCCCCC[C@@H]([C@@H](C)O)n1cnc2c(N)ncnc21,-0.9,1.7,2.4,5.3,0.1,1.4,4.6,5.2,4.2,-0.4
COc1ccc(C(=O)c2c(C)oc3ccc(O)cc23)cc1,-0.6,1.4,2.9,-6.5,4.6,3.6,-3.8,0.3,-9.7,0.4
CCOC(=O)c1c(NC(=O)c2c(C(=O)O)cccc2[N+](=O)[O-])sc2c1CCCC2,7.3,2.3,-4.9,5.3,5.2,5.8,-4.2,-11.9,-0.7,-1.7
Cc1cc(C)cc(N(CC(=O)NC2CCC(C)CC2)S(=O)(=O)c2ccc(Br)s2)c1 (centres undefined),5.6,-1.1,2.6,-5.2,-1.8,0.6,7.2,/,/,/
CC(=O)Nc1cccc(C(=O)O)n1,-1.6,0.6,4.4,-3.9,0.4,0.0,-2.1,2.2,4.1,-3.4
O=C(O)C1CCCCC1C(=O)Nc1ccc2c(c1)OCO2 (centres undefined),-2.6,-4.2,1.8,3.0,2.4,6.0,8.7,3.4,0.8,0.1
CC(C)[C@H](NC(=O)N1CCn2c1nc1ccccc12)C(=O)NCCc1ccccc1,-9.4,5.8,-7.3,-0.8,-3.9,5.6,-9.9,-4.2,-8.8,-1.2
O=C(Nc1ccccc1)c1ccccc1Br,3.0,-3.4,1.0,-7.9,4.0,-1.7,-5.3,-6.0,/,-1.7
CCOC(=O)c1ccccc1NC(=O)N1CCn2c(C)ccc2C1CC (centres undefined),-2.7,-2.8,0.5,0.1,3.4,4.5,3.6,10.1,4.9,0.3
NC(=O)N/N=C/c1sc(=O)n(-c2ccccc2)c1Cl,-4.0,-1.7,2.0,0.2,-3.4,5.6,10.4,-11.1,-5.0,-1.7
Cc1cc(C)cc(OCC(=O)OCC(=O)c2c(N)n(C)c(=O)n(C)c2=O)c1,-0.8,5.0,-3.5,0.5,-1.2,-0.8,1.6,3.4,-4.1,1.1
O=C(COc1ccc2cc(-c3ccccc3)c(=O)oc2c1)NCC1CCC(C(=O)O)CC1 (centres undefined),0.0,-2.8,3.5,-4.0,-4.3,4.1,3.0,6.9,-1.5,3.7
CC1CCCC(C)N1/N=C/c1ccc([N+](=O)[O-])cc1 (centres undefined),3.9,-2.3,-9.2,-1.0,4.1,-1.5,2.4,3.7,-12.3,-0.4
Cc1ccc(NC(=O)Cn2nnc(C(=O)NCc3ccc(Cl)cc3)c2N)cc1F,0.1,-2.9,-12.3,-3.1,-21.8,-6.3,-18.6,6.4,-14.0,-1.1
NC(=O)Nc1ccccc1C(=O)Nc1ccc2ccccc2c1,-2.6,0.6,5.1,4.0,-7.2,-3.4,1.9,-3.0,-6.6,0.5
O=C(CCCn1c(=O)[nH]c2ccccc2c1=O)NC1CCCCCC1,0.7,-0.3,1.6,0.9,-2.7,-1.4,-2.3,8.3,-0.9,0.1
O=c1c(-c2ccco2)nc2ccccc2n1C(c1ccccn1)c1nc2ccccc2[nH]1 (centres undefined),12.7,-4.2,37.6*,-12.2,5.2,56.8*,5.0,-1.9,/,0.2
Cc1ccc(OCCC(=O)OCC(=O)c2c(N)n(CC(C)C)c(=O)n(C)c2=O)cc1,-3.6,1.0,-1.1,-1.0,0.3,2.0,5.1,-3.5,-20.1,1.1
COc1ccc2c(Cl)c(C(=O)NN)sc2c1,5.9,-1.6,-1.8,-0.5,-3.5,-1.0,-10.9,-0.5,-4.0,-1.7
COc1cc(CN/C(C)=C(\C#N)C(N)=O)cc(OC)c1OC,-1.9,5.7,-4.9,-6.8,1.8,0.4,-3.8,-3.6,-0.3,1.0
Cc1nc(N)nc(OCC(F)(F)C(F)F)c1Br,0.4,1.4,2.2,-1.2,0.6,-2.1,7.0,1.7,-8.8,-1.5
COc1ccc(/C=C2\SC(=O)N(CCC(=O)Nc3ccccc3)C2=O)cc1OC,2.4,2.4,-1.9,-5.8,13.0,0.3,-6.4,-3.2,0.7,-18.5
COc1ccc2[nH]c3c(C)c4cc[n+](C)cc4c(C)c3c2c1,28.0*,92.9*,3.5,-6.0,3.4,1.4,-8.9,-0.6,23.4,-26.1
CC(=O)c1ccc(NC(=O)c2cccc(NC(=O)c3ccccc3)c2)cc1,1.5,-6.6,-16.6,-2.8,-39.9,-1.2,23.8,2.8,-30.4,4.1
O=C(C1CCC(=O)N(C2CCCC2)C1)N1CCC(Oc2cccc(F)c2)CC1 (centres undefined),-1.6,17.0,5.2,-3.6,-3.0,1.8,-2.6,-1.8,-0.6,-0.1
Cc1cccc(CSc2nnnn2-c2ccccc2)c1,-0.9,2.3,-5.9,2.8,-3.0,-1.8,-3.0,1.0,-15.3,0.2
Cc1ccc(-c2nc(N)sc2CC(=O)OCC(=O)N2C(C)CCCC2C)cc1 (centres undefined),0.9,3.2,-3.1,-4.6,-3.2,48.6*,-16.6,-2.3,-7.5,-3.9
